LmPK inh – blocks Leishmania mexicana pyruvate kinase activity | 290,000 tested, 0.37% active | AID 1721 | purified LmPK, Kinase-Glo ATP luminescence, 1 h | Q27686 | Potency, µM (titrated, usually from 57.5 µM), without a hit: at the top dose activity change, negative = inhibition, hits mostly inhibitors; further: potency means the concentration at half of the fitted maximal effect; on the % scale 0 is the no-effect control and ±100 the full control effect
Target sequence (Q27686 whole entry, looked up): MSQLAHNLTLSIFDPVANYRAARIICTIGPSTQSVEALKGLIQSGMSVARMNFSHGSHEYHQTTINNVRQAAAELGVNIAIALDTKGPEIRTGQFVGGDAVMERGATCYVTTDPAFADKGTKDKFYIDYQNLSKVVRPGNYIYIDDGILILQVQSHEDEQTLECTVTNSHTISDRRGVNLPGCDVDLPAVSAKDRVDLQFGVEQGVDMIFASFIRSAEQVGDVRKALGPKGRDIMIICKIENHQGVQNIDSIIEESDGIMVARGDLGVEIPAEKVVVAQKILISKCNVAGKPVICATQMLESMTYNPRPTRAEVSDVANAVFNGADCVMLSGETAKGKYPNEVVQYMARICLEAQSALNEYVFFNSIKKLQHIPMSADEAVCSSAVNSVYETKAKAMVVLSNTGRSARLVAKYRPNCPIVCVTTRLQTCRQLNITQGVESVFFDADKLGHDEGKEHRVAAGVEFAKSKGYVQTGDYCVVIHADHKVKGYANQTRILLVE
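In 50 mM imidazole pH 7.2 with 7 mM MgCl2, LmPK (0.1 nM) turned over PEP (0.5 mM) and ADP (0.1 mM) for 1 h at room temperature. Luciferase read-out of ATP.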
Cycloheximide cs – counter-screen hit for Shiga toxin inhibitors, cycloheximide | cell reporter, cycloheximide protein synthesis inhibition counterscreen | max response, % | 300,000 tested, 12% active; in the data active means max response mostly above about 13%, no sharp cut-off; inactive means mostly below about 14%; further: read at 38.3 µM for the half of the compounds with a filed dose; 0% is about no effect
HCV inhibitor – blocks hepatitis C virus; 340,000 tested, 3.4% active; Huh7.5.1 HCVcc-Cre infection, luciferase reporter, 44 h; AID 651820; Potency, µM (highest dose often 41.8 µM), without a hit: top-dose activity change, negative = inhibition, actives largely listed as inhibitors; further: potency means the concentration at half of the fitted maximal effect; on the % scale 0 is the no-effect control and ±100 the full control effect
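Antiviral activity was scored by luciferase reporter output from cells infected with HCVcc-Cre (~0.5 moi) in presence of compound, 44 h infection period, cells seeded 1,000/well 4 h prior.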
Shiga inhibitor – inhibitors of Shiga toxin in Vero cells; Vero cells, Shiga toxin protein synthesis inhibition reporter; inhibition, % at 38.7 µM; 290,000 tested, 9.2% active; in the data active means inhibition mostly above about 28%, no sharp cut-off; inactive means mostly below about 43%; further: 0% is about no effect
Tb PYK inh – blocks Trypanosoma brucei pyruvate kinase | Q57TT1 | Potency, µM (series often up to 76.8 µM), inactives show top-dose activity, negative = inhibition, usual class: inhibitors | 410,000 tested, 0.12% active | TbPYK enzyme, Kinase-Glo Plus ATP luminescence, 45 min; further: potency means the concentration at half of the fitted maximal effect; on the % scale 0 is the no-effect control and ±100 the full control effect; nearly all actives have a fitted effect of over 50% in size
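Quantitative HTS: titrated library compounds versus trypanosomal pyruvate kinase in TEA buffer (pH 7.2) containing KCl, MgCl2, BSA and Tween-20. Reactions were initiated with ADP, 130 uM final. Kinase-Glo Plus luminescence was read after 45 min at RT.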
Pf growth 48h – inhibits P. falciparum growth in the first generation, 48 h. AID 504832. 310,000 tested, 5.9% active. P. falciparum luciferase growth in erythrocytes, 48 h. Potency, µM (series often up to 28.7 µM), inactives show at the top dose activity change, negative = inhibition, hits mostly inhibitors; further: potency means the concentration at half of the fitted maximal effect; on the % scale 0 is the no-effect control and ±100 the full control effect
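In quantitative HTS format, infected erythrocytes bearing luciferase-reporter parasites were treated for a single generation at 37 C. Luminescence after adding detection reagent served as the growth measure.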
Pf growth 96h – P. falciparum growth inhibition at 96 hour, primary screen for plastid delayed-death inhibitors | AID 504834 | Potency, µM (top dose mostly 28.7 µM), for inactives: at the top dose activity change, negative = inhibition, most hits filed as inhibitors | 320,000 tested, 6.9% active | P. falciparum luciferase reporter growth, 96 h; further: potency means the concentration at half of the fitted maximal effect; on the % scale 0 is the no-effect control and ±100 the full control effect
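Plates of compound plus infected erythrocytes (2% hematocrit, 0.05% parasitemia final) incubate 96 hours, 37 C, 5% CO2. Detection reagent added; reduced luminescence from the parasites' luciferase reporter flags inhibition.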
Numbers without * were called inactive; ? = inconclusive; · = not tested or not shown; [ ] = dose if it differs, or a comment. Unless noted, the call rests on the fitted dose curve; in most records, active means well fitted curve in the direction sought with a large enough effect; inconclusive means small, poorly fitted or top-dose-only effect, or another doubt; inactive means no such curve, though single readings can be large; an effect the other way counts as inactive or inconclusive. The order is random, and some 24% of all compounds hit somewhere here.

Screens in order – LmPK inh	Cycloheximide cs	HCV inhibitor	Shiga inhibitor	Tb PYK inh	Pf growth 48h	Pf growth 96h
C=CCn1c(SCC(=O)Nc2ccc(N3CCOCC3)cc2)nnc1-c1ccco1
 : 1%	2	-9%	4	-3%	-30%	20%
C[C@@H]1C[C@@H]2OC(=O)[C@]3(C)[C@H]2[C@@H](OC3(C)O)[C@]2(C)C(=O)CC[C@H]12 (stereo partly specified)
 : -2%	-6	·	19	·	-3%	28%
Cc1sc2ncnc(N3CCCCC3)c2c1C
 : 5%	-2	?	-22	-4%	0%	·
Cc1c(NS(=O)(=O)c2ccc(NC3CCCC3)c([N+](=O)[O-])c2)c(=O)n(-c2ccccc2)n1C
 : 0%	-1	9%	-5	-7%	-1%	-2%
Cc1cc(C)nc(N2CCCC(C(=O)NC(C)C)C2)n1 (stereo unspecified)
 : 0%	-2	0%	5	-18%	-9%	?
COc1ccc(S(=O)(=O)N2CCC(C(=O)N[C@H](C(=O)NC3CCCC3)C(C)C)CC2)cc1
 : -1%	-1	13%	-3	-7%	0%	-2%
CC(CCc1ccccc1)NC(=O)C(=O)Nc1ccccc1 (stereo unspecified)
 : -4%	56*	?	100*	-5%	114%[activator]	0%
FC(F)(F)c1cccc(CN2CCSCC2)c1
 : -2%	-1	2%	-3	0%	16%	-34%
CCCOc1ccc(C(=O)C(c2ccccc2)N2CCOCC2)cc1 (stereo unspecified)
 : 10%	3	5%	30	7%	-11%	-13%
O=C(O)Cc1ccc(NC(=O)C2CCCCC2C(=O)O)cc1 (stereo unspecified)
 : -3%	8	21%	-2	0%	21%	7%
O=C1CCC(C(=O)N2CCOCC2)CN1Cc1cccc(C(F)(F)F)c1 (stereo unspecified)
 : 9%	-2	22%	2	1%	3%	?
O=C(NCCc1nc2ccccc2[nH]1)/C(=C/c1ccc2c(c1)OCO2)NC(=O)c1ccccc1Cl
 : 2%	1	8%	-5	-8%	-13%	-2%
O=c1[nH]c(/C=C/c2cccc([N+](=O)[O-])c2)c([N+](=O)[O-])c(=O)[nH]1
 : 0%	1	19%	2	-2%	?	?
CCn1c(C)c(P(=O)(N2CCOCC2)N2CCOCC2)c2ccccc21
 : 1%	-4	8%	-8	1%	24%	9%
COc1ccc(/C=N/NC(=O)c2ccc(NC(=O)c3ccccc3Br)cc2)cc1
 : 4%	8	?	26	-6%	10%	-5%

Screens in order – LmPK inh	Cycloheximide cs	HCV inhibitor	Shiga inhibitor	Tb PYK inh	Pf growth 48h	Pf growth 96h
Cc1cccc(-c2cc(C(=O)Nc3sc(C)c(C)c3C(N)=O)c3ccccc3n2)c1
 : 4%	-1	-24%	3	-8%	34%[activator]	?
O=C(O)c1ccc(N=Nc2c(O)[nH]c3ccccc23)cc1
 : 14µM*	39*	0%	56*	-28%	?	?
Cc1cccc(N/C=C/C(=O)c2cccs2)c1C
 : 16µM*	49*	?	74*	-12%	168%[activator]	4.7µM*
Cc1ccccc1Nc1c(-c2cccnc2)nc2ccccn12
 : -2%	-2	-19%	-15	3%	?	-22%
CCc1ccc(-c2nc(SCC(=O)NC3CCCC3)n[nH]2)cc1
 : -4%	18*	?	23*	9%	-30%	-26%
Cc1ccc(NC(=O)CSc2nnc(C(F)(F)F)n2C)cc1[N+](=O)[O-]
 : 2%	-2	4%	-7	2%	17%	-10%
CC1CC(C)CN(C(=O)C2CCN(S(=O)(=O)c3cccc4cccnc34)CC2)C1 (stereo unspecified)
 : 2%	-2	18%	2	7%	-5%	?
CCC(c1nnnn1C(C)(C)C)N(CCOC)Cc1cc2cccc(C)c2n2nnnc12 (stereo unspecified)
 : 3%	-3	·	17	·	36%[activator]	3%[5.75 µM]
CCOC(=O)C1=C(CN2CCc3ccccc32)NC(=O)NC1c1cccc([N+](=O)[O-])c1 (stereo unspecified)
 : 14%	0	?	-21	-16%	·	8.3µM*
NC(=S)N/N=C/c1ccc(-c2ccc([N+](=O)[O-])cc2)o1
 : -18%	13	?	29	-24%	?	19%
CCC(=O)Nc1cc2c(cc1C(=O)c1ccccc1)OCCO2
 : 3%	-2	1%	-41	0%	16%	?
COc1ccc(C2CCCN2C(=S)Nc2cccc(Cl)c2C)cc1OC (stereo unspecified)
 : 0%	2	?	-10	-7%	?	19%
O=C1CN(C(=O)/C=C/c2ccc(Cl)cc2Cl)CCN1
 : -1%	34*	-1%	59*	2%	342%[activator]	68%[activator]
O=C(O)c1ccc(S(=O)(=O)N2CCC(c3nc(-c4ccccc4Cl)no3)CC2)cc1
 : -1%	-4	10%	19	3%	-24%	9.3µM*
Cc1ccccc1NC(=O)N1CCCC(c2nc(-c3ccc(F)cc3)no2)C1 (stereo unspecified)
 : 2%	24*	?	110*	-6%	31%[activator]	·

Grouped by structure, the compounds so far containing an aryl thioether with sulfur outside any ring (3)
Screens in order – LmPK inh	Cycloheximide cs	HCV inhibitor	Shiga inhibitor	Tb PYK inh	Pf growth 48h	Pf growth 96h
C=CCn1c(SCC(=O)Nc2ccc(N3CCOCC3)cc2)nnc1-c1ccco1
 : 1%	2	-9%	4	-3%	-30%	20%
CCc1ccc(-c2nc(SCC(=O)NC3CCCC3)n[nH]2)cc1
 : -4%	18*	?	23*	9%	-30%	-26%
Cc1ccc(NC(=O)CSc2nnc(C(F)(F)F)n2C)cc1[N+](=O)[O-]
 : 2%	-2	4%	-7	2%	17%	-10%

Other structures:
SMILES	LmPK inh	Cycloheximide cs	HCV inhibitor	Shiga inhibitor	Tb PYK inh	Pf growth 48h	Pf growth 96h
COc1ccc(NS(=O)(=O)c2csc(C(=O)Nc3ccccc3)c2)cc1	2%	4	-18%	26	-2%	0%	?
CCCc1nn(C)c2c1C(c1cccnc1)C(C#N)=C(N)O2 (stereo unspecified)	0%	-4	23%	-2	4%	-21%	·
COc1ccccc1NC(=O)Nc1nnc(-c2ccco2)s1	0%	0	·	17	·	-12%	36%[activator]
CSc1ccc(CN2CCN(C(=O)c3ccncc3)CC2)cc1	-3%	-5	?	18	2%	13%	?
CC(=O)Nc1ccc(NC(=O)COc2ccc(Br)cc2C)cc1	1%	8	-7%	-10	2%	15%	-11%
COc1ccc(N(CC(=O)N2CCCCCC2)S(=O)(=O)c2ccccc2)cc1	4%	5	24%	32	-18%	-25%	4%
CC(C)(C)c1ccc(C(=O)NCCN2CCCC2)cc1	-1%	2	-16%	-4	-9%	14%	17%
O=c1ccc2cc(S(=O)(=O)N3CCOCC3)ccc2o1	4%	-1	-1%	-1	2%	17%	·
C/C(=N\NS(=O)(=O)c1ccc(C(C)(C)C)cc1)c1ccccc1	4%	6	10%	2	2%	17%	?
CC1=C(C(=O)OCC2CCCO2)C(c2ccsc2)C2=C(CC(C)(C)CC2=O)N1 (stereo unspecified)	-6%	2	?	-20	-2%	?	56%[activator]
COc1ccc([C@H]2CC(=O)C=C(c3ccc4ncccc4c3)C2)cc1	·	·	?	·	1%	?	?
COc1ccc(NC(=O)C(=O)Nc2cccc3cccnc23)cc1OC	-5%	1	-20%	5	-4%	0%	?

SMILES	LmPK inh	Cycloheximide cs	HCV inhibitor	Shiga inhibitor	Tb PYK inh	Pf growth 48h	Pf growth 96h
O=C(CN1C(=O)C2CCCCC2C1=O)Nc1ccc(S(=O)(=O)Nc2ncccn2)cc1 (stereo unspecified)	1%	-1	11%	17	4%	22%[5.75 µM]	11%
CCOc1ccc(S(=O)(=O)N2CCC(C(=O)N3CCCCCC3)CC2)cc1C	-8%	-2	?	5	0%	1%	-21%
COc1cccc(NC(=S)N2CCC(NC(=O)c3ccco3)CC2)c1	0%	-2	5%	-4	0%	22%	24%
CC(C)(C)NCc1cc(Cl)ccc1OCc1ccccc1F	-3%	-6	-24%	10	-3%	-17%[5.75 µM]	8.3µM*
CCOC(=O)C1=C(COC(=O)c2cc(S(=O)(=O)N(C)C)ccc2C)NC(=O)NC1C (stereo unspecified)	·	·	-5%	·	-5%	?	?
CC(C)C[C@H](NC(=O)OC(C)(C)C)c1nnc(SCc2ccccc2)o1	-2%	0	-20%	37	0%	8.3µM*	·
COc1cccc(NC(=O)c2nc3ncccn3n2)c1	-7%	48*	2%	65*	-2%	118%[activator]	?
O=C(c1ccc(COc2ccc(Cl)cc2Cl)o1)N1CCCC1	2%	33*	4%	31	-6%	17%	14%
COc1ccc(S(=O)(=O)Nc2cc3c4c(c2)CCN4C(=O)CC3)cc1	·	·	12%	·	5%	?	?
CC(=O)n1cc(/C=N/NC(=O)c2sc(C)nc2C)c2ccccc21	1%	6	-22%	10	-2%	32%[activator]	15%
CC1CCN(C(=O)CSc2nc(C(C)C)nc3c2c(=O)n(C)c(=O)n3C)CC1	-10%	-1	?	9	1%	?	?
CCN(CC(=O)Nc1ccccc1C(F)(F)F)C(=O)c1cc(-c2cccs2)nn1-c1ccccc1	-2%	-2	-27%	-6	-7%	2%	2%

SMILES	LmPK inh	Cycloheximide cs	HCV inhibitor	Shiga inhibitor	Tb PYK inh	Pf growth 48h	Pf growth 96h
O=C(CN(CC1CCCO1)C(=O)CNS(=O)(=O)c1ccc(Cl)cc1)NCc1ccc(F)cc1 (stereo unspecified)	-4%	-5	17%	-15	-2%	-4%	-9%
COc1ccccc1-c1cnnc(N/N=C/c2ccc(-c3cccc(Br)c3)o2)n1	-2%	1	15%	3	15%	9%	?
CC(C)(C)c1ccc(-c2nnc(N)s2)cc1	-13%	59*	5%	80*	-3%	-3%	0%
COc1cc2c(cc1NC(=O)c1cc(-c3cccnc3)nc3ccc(C)cc13)oc1ccccc12	-2%	-2	?	-5	-2%	?	?
COC(=O)c1cccc(C(=O)Nc2ccc(C)cc2)n1	-28%	45*	?	80*	-1%	82%[activator]	?
COc1ccccc1C(=O)NCCC(=O)N1CCN(c2ccc(C(F)(F)F)cn2)CC1	·	·	?	·	-3%	?	?
COc1ccc(CCNC(=O)Cn2c(=O)n(CC3CCCO3)c(=O)c3ccccc32)cc1OC (stereo unspecified)	-6%	6	-7%	-4	3%	-10%	-10%
CC(=O)N1CCC(=NNc2ncc(C(F)(F)F)cc2Cl)CC1	-3%	-2	-6%	10	-1%	0%	51%[activator]

Screening results from PubChem BioAssay.
